rCAG RNA binder = molecules binding r(CAG) RNA repeats. 370,000 tested, 1.3% active. AID 651821. r(CAG) RNA repeat, TO-PRO-1 dye displacement fluorescence. inhibition, % at 3 µM;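 active = inhibition above the plate cutoff, the mean of all test compounds on that plate plus 3 SD, cut at about 35% in these data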;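 also: 0% = DMSO alone and 100% = 100 µM mitoxantrone as full dye displacement; higher means more dye released from RNA so lower well fluorescence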
ABHD4 inh = ABHD4 (mouse) inhibition, primary FP screen; AID 720543; 370,000 tested, 0.54% active; purified mABHD4, FP-Rh probe fluorescence polarization; inhibition, % at 8.92 µM; Q8VD66;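 active = inhibition exceeding the mean over every tested compound plus 3 SD, cut at about 30% in these data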;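 also: 0% = plate median of compound wells and 100% = S159A mutant with DMSO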
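Assay system: mouse ABHD4 enzyme, wild type / Also added: fluorescent activity-based probe FP-Rh / Doses: single nominal dose of 8.92 µM, 0.89% DMSO final / Timing: 45 min compound pre-incubation plus 60 min probe step, 25 °C / Signal: FP readout, ex 525 nm / em 598 nm / Control set: S159A mutant/DMSO as 100%, compound-well median as 0%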
GC-A act = GC-A (human) enzyme activation. P16066. activation, % at 10 µM. AID 1671463. 370,000 tested, 0.14% active. HEK293 GC-A cells, cGMP TR-FRET, EC30 ANP; 0% at EC30 ANP, 100% saturating ANP; in the data active = activation above about 40%
Target sequence (P16066 whole entry, looked up): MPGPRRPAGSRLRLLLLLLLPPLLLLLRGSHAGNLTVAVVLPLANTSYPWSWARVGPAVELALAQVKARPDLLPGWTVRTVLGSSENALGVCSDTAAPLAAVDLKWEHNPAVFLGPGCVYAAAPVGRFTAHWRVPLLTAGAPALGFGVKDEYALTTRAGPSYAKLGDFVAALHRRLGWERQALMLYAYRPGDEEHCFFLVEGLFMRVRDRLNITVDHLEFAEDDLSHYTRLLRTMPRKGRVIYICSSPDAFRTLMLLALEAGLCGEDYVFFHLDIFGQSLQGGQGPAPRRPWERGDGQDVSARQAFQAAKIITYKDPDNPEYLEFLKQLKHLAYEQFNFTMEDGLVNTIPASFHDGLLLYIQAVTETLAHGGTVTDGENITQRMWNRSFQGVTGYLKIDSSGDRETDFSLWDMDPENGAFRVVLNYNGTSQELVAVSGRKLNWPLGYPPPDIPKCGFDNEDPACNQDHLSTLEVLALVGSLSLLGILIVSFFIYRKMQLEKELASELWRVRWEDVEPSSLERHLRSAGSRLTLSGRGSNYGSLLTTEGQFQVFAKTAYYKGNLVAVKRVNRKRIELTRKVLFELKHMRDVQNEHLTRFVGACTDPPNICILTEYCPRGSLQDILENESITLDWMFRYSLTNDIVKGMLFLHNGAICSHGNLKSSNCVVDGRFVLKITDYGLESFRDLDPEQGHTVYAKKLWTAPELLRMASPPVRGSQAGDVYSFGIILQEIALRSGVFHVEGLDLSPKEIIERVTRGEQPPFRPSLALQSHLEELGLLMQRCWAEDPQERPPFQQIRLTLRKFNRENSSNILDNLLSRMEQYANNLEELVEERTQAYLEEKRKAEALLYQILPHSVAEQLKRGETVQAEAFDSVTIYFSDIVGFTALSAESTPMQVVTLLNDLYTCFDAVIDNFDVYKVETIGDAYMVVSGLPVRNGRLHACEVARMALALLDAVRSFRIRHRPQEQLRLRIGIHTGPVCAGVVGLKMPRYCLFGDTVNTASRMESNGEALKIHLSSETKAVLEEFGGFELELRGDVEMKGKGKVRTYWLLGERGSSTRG
MBD2 DNA inh = inhibitors of human MBD2 binding to methylated oligonucleotide. Q9UBB5. TR-FRET. inhibition, % at 4.4 µM. 370,000 tested, 0.31% active. AID 686964; in the data active = inhibition above about 13%
PRMT1 inh = blocks human protein arginine methyltransferase 1; inhibition, % at 2.79 µM; Q99873; AID 652257; recombinant PRMT1, activity-based probe fluorescence polarization; 370,000 tested, 1.3% active;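 active = inhibition above about 21% made by adding two undisclosed values, limit read from the data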
NPR2 activator = GC-B (human) receptor activation | AID 1920062 | P20594 | activation, % at 10 µM | HEK293-GC-B cells, CNP EC30, cGMP TR-FRET; 0% at EC30 CNP, 100% saturating CNP | 370,000 tested, 0.11% active;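 active = activation at 10 µM reaching about 35% in either raw or pattern-adjusted values, limit read from the data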
UHRF1 MBD2 ctr = human UHRF1 methylated DNA binding inhibitors. inhibition, % at 4.4 µM. UHRF1 binding to methylated oligo, TR-FRET. Q96T88. 370,000 tested, 0.75% active; in the data active = inhibition above about 21%;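 also: UHRF1 SRA domain binding a hemimethylated CpG hairpin DNA probe; 0% = median of test compound wells and 100% = reference inhibitor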
TCR-CD3 inh = blocks the human TCR-CD3 interaction; TAMRA-labeled TCR probe fluorescence, biochemical; inhibition, % at 9.4 µM; 360,000 tested, 0.37% active; AID 651800; in the data active = inhibition above about 19%;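 also: recombinant mutant TCR 2C K166C tagged with TAMRA read by polarization; 0% = receptor in buffer alone and 100% = receptor with positive control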
SIAE primary = blocks human sialic acid acetylesterase; Q9HAT2; SIAE FP-Rh probe binding, fluorescence polarization; inhibition, % at 9.66 µM; 370,000 tested, 0.69% active; AID 1053197;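 active = inhibition above a cutoff: mean of compounds within the control limits plus 3 SD of those, cut at about 17% in these data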;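 also: 0% = plate median of compound wells and 100% = probe without SIAE protein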
HTRA1 inhibitor = blocks human HTRA1 serine peptidase; inhibition, % at 5.96 µM; Q92743; AID 504803; 340,000 tested, 0.5% active; recombinant HTRA1, FP-rhodamine activity-based probe, fluorescence polarization; in the data active = inhibition above about 36%;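 also: 0% = enzyme with DMSO and 100% = wells lacking enzyme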
Starred values were filed as active, the others as inactive; x = not tested or not shown. A portion of the library; rates above refer to the full screens.

nr | SMILES | NPR2 activator | SIAE primary | GC-A act | MBD2 DNA inh | UHRF1 MBD2 ctr
1 | COc1ccccc1CNC(=O)COC(=O)c1cccc(-n2cnnn2)c1 | -2 | -9 | 0 | 2 | -3
2 | CCN1CCN(CC(=O)Nc2ccc(Cl)c(Cl)c2)C(=O)C1=O | 4 | 4 | -3 | 3 | -1
3 | O=S(=O)(NCC(c1ccco1)N1CCN(c2ccccc2F)CC1)c1ccc(F)cc1 (stereo not given) | 1 | 4 | 0 | 0 | -1
4 | CSc1ncnc2c1ncn2CCCNCCc1ccccn1 | 7 | 5 | 4 | -1 | -1
5 | Cc1ccc(SCc2c(C(=O)N/N=C/c3ccco3)nnn2-c2nonc2N)cc1 | 3 | -16 | -2 | -5 | -1
6 | CC(=O)c1ccc(OCCn2cnc3ccccc32)cc1 | 3 | -1 | -3 | 3 | -3
7 | CC(NC1CCCC1)c1ccccc1 (stereo not given) | -2 | -7 | 1 | -3 | -2
8 | CCOc1ncccc1C(=O)OCCN1C(=O)c2ccccc2C1=O | 4 | -3 | 4 | -7 | 0
9 | O=C(CN1C(=O)c2ccccc2S1(=O)=O)NC1CCCCCC1 | -5 | 2 | -1 | 3 | 0
10 | CC1CCCN(C2(O)C(=O)Nc3ccc(Br)cc32)C1 (stereo not given) | -3 | 1 | -4 | -1 | 2
11 | COc1ccccc1NC(=O)CNC(=O)Cn1cnc2sc(C)c(C)c2c1=O | -2 | -4 | -4 | -6 | 0
12 | Cc1cc(C)c(C)c(S(=O)(=O)N2CCC(C(=O)NC3=NCCS3)CC2)c1C | 5 | -3 | -4 | -4 | -1

nr | ABHD4 inh | HTRA1 inhibitor | TCR-CD3 inh | PRMT1 inh | rCAG RNA binder
1 | -3 | 7 | -2 | -4 | 1
2 | -2 | 0 | 6 | -1 | 4
3 | 0 | -20 | 3 | 1 | -5
4 | -1 | -3 | -8 | -6 | 3
5 | 11 | -9 | -1 | -3 | 6
6 | 4 | 2 | 0 | 0 | 2
7 | 0 | -3 | 3 | 0 | 1
8 | -4 | 9 | 3 | -4 | -2
9 | 4 | -4 | -1 | 0 | 0
10 | 0 | 0 | -5 | 2 | 2
11 | 14 | 2 | 8 | 1 | 1
12 | -3 | 6 | 11 | 1 | 1

New compounds follow.
nr | SMILES | NPR2 activator | SIAE primary | GC-A act | MBD2 DNA inh | UHRF1 MBD2 ctr
13 | O=c1c2ccccc2[nH]c(=S)n1Cc1ccc2c(c1)OCO2 | 9 | -5 | 4 | 1 | -1
14 | CCOC(=O)C1=CN(Cc2ccco2)S(=O)(=O)N(CC)C1c1cccc(OC)c1 (stereo not given) | -5 | 2 | -5 | -3 | 0
15 | CC1(C(=O)NS(=O)(=O)c2ccccc2)CCN1C(=O)Cc1ccc(-c2ccccc2)cc1 (stereo not given) | 4 | -3 | 6 | -2 | -1
16 | COc1ccc(C2CCCN2C(=O)Nc2ccc(Cl)cc2)cc1OC (stereo not given) | -5 | -1 | -6 | -8 | 0
17 | COc1ccccc1CC1(C)C(=O)Nc2c(Cl)cccc21 (stereo not given) | 1 | -5 | -5 | 0 | 0
18 | Cc1cccc(N2CCN(C3=NC(=O)C(Cc4ccccc4)S3)CC2)c1 (stereo not given) | 0 | -8 | -2 | -2 | -2
19 | COCCn1c(=NC(=O)c2ccc(S(=O)(=O)N3CCc4ccccc4C3)cc2)sc2cc(OC)ccc21 | 8 | -1 | 6 | -5 | 3
20 | O=C(CCl)N1c2ccccc2Sc2c1ccc1ccccc21 | 1 | 6 | -8 | 7 | 9
21 | C[C@H](NC(=O)c1ccccc1Cl)C(=O)NCCc1ccc(S(N)(=O)=O)cc1 | -2 | 2 | -1 | 2 | 0
22 | CC(C)(CC(=O)O)CC(=O)Nc1ccc(Oc2ccc(C(C)(C)C)cc2)nc1 | -1 | 3 | 0 | -2 | 5
23 | C/C=C(\C)C(=O)Nc1cccc(C2=NOC3(C2)C[C@@H](C(N)=O)N(C(=O)/C(C)=C/C)C3)c1 (stereo not given in full) | 2 | 5 | 0 | -2 | -1
24 | Cc1ccnc(N2CCC(C(=O)NCc3ccc4c(c3)OCO4)CC2)n1 | -6 | -1 | -1 | 8 | 4

nr | ABHD4 inh | HTRA1 inhibitor | TCR-CD3 inh | PRMT1 inh | rCAG RNA binder
13 | 0 | 4 | 6 | -8 | -1
14 | -6 | -21 | 6 | -2 | 6
15 | -4 | x | 3 | 0 | 42*
16 | -2 | -10 | 2 | -3 | 2
17 | 0 | x | 0 | 3 | 1
18 | 2 | 4 | 0 | 3 | 0
19 | 4 | -2 | 11 | -2 | 2
20 | 8 | -11 | 3 | 20 | 13
21 | 11 | -6 | -8 | -4 | 1
22 | -5 | x | -6 | 4 | 22
23 | 8 | -5 | 1 | -2 | -1
24 | -7 | 5 | -4 | 1 | -1

A portion taken from the entries so far, for reference:
nr | SMILES | NPR2 activator | SIAE primary | GC-A act | MBD2 DNA inh | UHRF1 MBD2 ctr
14 | CCOC(=O)C1=CN(Cc2ccco2)S(=O)(=O)N(CC)C1c1cccc(OC)c1 (stereo not given) | -5 | 2 | -5 | -3 | 0
15 | CC1(C(=O)NS(=O)(=O)c2ccccc2)CCN1C(=O)Cc1ccc(-c2ccccc2)cc1 (stereo not given) | 4 | -3 | 6 | -2 | -1
16 | COc1ccc(C2CCCN2C(=O)Nc2ccc(Cl)cc2)cc1OC (stereo not given) | -5 | -1 | -6 | -8 | 0
17 | COc1ccccc1CC1(C)C(=O)Nc2c(Cl)cccc21 (stereo not given) | 1 | -5 | -5 | 0 | 0
18 | Cc1cccc(N2CCN(C3=NC(=O)C(Cc4ccccc4)S3)CC2)c1 (stereo not given) | 0 | -8 | -2 | -2 | -2
19 | COCCn1c(=NC(=O)c2ccc(S(=O)(=O)N3CCc4ccccc4C3)cc2)sc2cc(OC)ccc21 | 8 | -1 | 6 | -5 | 3
20 | O=C(CCl)N1c2ccccc2Sc2c1ccc1ccccc21 | 1 | 6 | -8 | 7 | 9
21 | C[C@H](NC(=O)c1ccccc1Cl)C(=O)NCCc1ccc(S(N)(=O)=O)cc1 | -2 | 2 | -1 | 2 | 0
22 | CC(C)(CC(=O)O)CC(=O)Nc1ccc(Oc2ccc(C(C)(C)C)cc2)nc1 | -1 | 3 | 0 | -2 | 5

nr | ABHD4 inh | HTRA1 inhibitor | TCR-CD3 inh | PRMT1 inh | rCAG RNA binder
14 | -6 | -21 | 6 | -2 | 6
15 | -4 | x | 3 | 0 | 42*
16 | -2 | -10 | 2 | -3 | 2
17 | 0 | x | 0 | 3 | 1
18 | 2 | 4 | 0 | 3 | 0
19 | 4 | -2 | 11 | -2 | 2
20 | 8 | -11 | 3 | 20 | 13
21 | 11 | -6 | -8 | -4 | 1
22 | -5 | x | -6 | 4 | 22

(list continues)
nr | SMILES | NPR2 activator | SIAE primary | GC-A act | MBD2 DNA inh | UHRF1 MBD2 ctr
25 | CC1(C)N([O-])C(c2ccccc2)=C[N+](=O)C1(C)C | -7 | -3 | 0 | -1 | 8
26 | CC(C)CC(=O)Nc1ccc(N2CCOCC2)cc1 | 3 | -1 | 0 | -2 | 1
27 | CCn1cc(C(=O)NCC(OC)OC)c(=O)c2cc(S(=O)(=O)N3CCOCC3)ccc21 | -5 | 0 | 0 | 4 | 1
28 | Cc1cccc(C2CC(c3ccc(F)cc3)Nc3nc(N)nn32)c1 (stereo not given) | -2 | -4 | 1 | 2 | -1
29 | O=C(O)CCCC(=O)NCc1ccccn1 | 3 | -11 | 3 | 6 | 0
30 | CCC(C(=O)NC1CCCCCC1)n1nc(C)n2c(cc3occc32)c1=O (stereo not given) | -8 | 0 | -6 | 2 | -1
31 | O=C(CSc1nncs1)NC1CCCc2ccccc21 (stereo not given) | 0 | -1 | 6 | 0 | -3
32 | COc1ccccc1-n1cnc2c(c1=O)c1nc3ccccc3nc1n2-c1ccc(C)cc1 | -10 | -8 | 3 | 1 | 0
33 | CCN1C(=O)c2ccccc2S(=O)(=O)c2ccc(C(=O)NCCCN(CC(C)C)CC(C)C)cc21 | 4 | 4 | 5 | -8 | -1
34 | COc1ccc(S(=O)(=O)NC(N)=NCCc2ccccc2)cc1 | -1 | -1 | 3 | -4 | -1
35 | Cc1cc(-c2ccc(NS(=O)(=O)c3ccccc3)c(C)c2)ccc1NS(=O)(=O)c1ccccc1 | 3 | -28 | -3 | 8 | 4
36 | COc1ccccc1N1CCN(CC(=O)N2N=CCC2c2ccccc2)CC1 (stereo not given) | 1 | 6 | -3 | 0 | -4

nr | ABHD4 inh | HTRA1 inhibitor | TCR-CD3 inh | PRMT1 inh | rCAG RNA binder
25 | -7 | 3 | 5 | 3 | 0
26 | 1 | 4 | -4 | 3 | 3
27 | 2 | 7 | 8 | 2 | -3
28 | 1 | 2 | 1 | 0 | -2
29 | 10 | -7 | 3 | 1 | 5
30 | -3 | 0 | 1 | -3 | -1
31 | 7 | -3 | -5 | 3 | -1
32 | 3 | 10 | 5 | -2 | 4
33 | -4 | -7 | 1 | -2 | -6
34 | -4 | -1 | -5 | 2 | 2
35 | -36 | -36 | -4 | 7 | 16
36 | 2 | -3 | 2 | -1 | -5

Later entries
nr | SMILES | NPR2 activator | SIAE primary | GC-A act | MBD2 DNA inh | UHRF1 MBD2 ctr
37 | C/C(Cc1ccccc1)=N\NC(=O)CNC(=O)c1cccc(Cl)c1 | -4 | 0 | 2 | -1 | 2
38 | Cc1ccc(-n2nnnc2SCn2nnc3ccccc3c2=O)c(C)c1 | -2 | 0 | 1 | 0 | -2
39 | Cc1ccc(C2=C(c3ccc([N+](=O)[O-])cc3)C(=O)OC2)cc1C | -6 | -4 | 0 | -4 | -1
40 | Cc1nc(NC(=O)/C=C/c2ccco2)sc1C | 4 | -2 | 1 | -6 | -1
41 | S=C(Nc1ccc(Br)cc1)N1CCn2cccc2C1c1cccnc1 (stereo not given) | -1 | 16 | -3 | -1 | 0
42 | CC(=O)c1cccc(S(=O)(=O)NC2CCCCCC2)c1 | 5 | 2 | 2 | 1 | 8
43 | C/C=C/c1ccc(OCC(=O)OCc2csc(CC(=O)Nc3ccccc3C)n2)c(OC)c1 | 3 | -2 | 0 | -4 | 0
44 | O=C(CCC1CCCCC1)Nc1c2c(nn1-c1ccc(F)cc1)CS(=O)(=O)C2 | 0 | 7 | -7 | 3 | -2
45 | CCOc1ccc(/C=N/NC(=O)CCC(=O)Nc2ccc(F)cc2)cc1 | -4 | -6 | 9 | 1 | -1
46 | CC(NC(=O)CN1CCN(Cc2cccc(F)c2)CC1)c1ccccc1 (stereo not given) | 6 | -6 | 5 | -3 | -1
47 | CCOc1ccc(OCCn2c(=S)[nH]c3ccccc32)cc1 | -1 | -2 | 0 | -3 | 0
48 | COc1ccc(C(=O)NNC2=CC(=O)CC(C)(C)C2)cc1OC | -4 | 2 | 0 | -3 | 2
49 | O=C(NC1=NCCS1)c1ccc(Cl)c(S(=O)(=O)N2CCCCC2)c1 | 7 | -5 | 2 | -1 | 1

nr | ABHD4 inh | HTRA1 inhibitor | TCR-CD3 inh | PRMT1 inh | rCAG RNA binder
37 | -2 | -4 | -8 | -1 | -1
38 | 2 | -2 | 3 | -1 | -4
39 | -5 | -12 | 2 | -1 | 12
40 | 6 | -1 | 7 | -4 | 4
41 | 0 | -4 | 5 | -2 | 4
42 | 4 | 3 | -2 | 1 | -5
43 | 4 | -5 | 12 | 2 | 4
44 | -4 | -4 | 7 | -1 | -2
45 | 0 | -5 | 0 | -2 | -3
46 | 0 | 4 | 4 | -2 | -8
47 | -6 | -3 | 3 | 5 | 1
48 | -6 | 10 | -8 | 1 | -1
49 | -4 | -6 | -4 | 2 | -2
